Diaph inh CS – inhibits diaphorase or chemically oxidizes, flagging diaphorase assay artifacts; 190,000 compounds, 0.69% hits; inhibition, % at 20 µM; diaphorase resazurin-to-resorufin fluorescence, NADH, 16 min; bacterial (C. kluyveri) enzyme, not human;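 active = primary screen inhibition at 20 µM above a set limit, cut at about 50% in these data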;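 note: plate controls were DMSO with full reaction for no effect and wells lacking NADH for full effect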
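Test system: diaphorase enzyme from Clostridium kluyveri; amount: diaphorase at 0.14 U/mL in enzyme working solution; detection: fluorescence of resorufin formed from resazurin, Ex 544/Em 590 nm; times: reaction incubation of 16 min at room temperature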
PMI act hi M6P – activators of human phosphomannose isomerase at near-saturating mannose 6-phosphate | P34949 | coupled PMI enzyme assay, resazurin fluorescence, 20 min; stronger effect = higher value; 1 = untreated enzyme, 0 = substrate-free blank | activation factor at 20 µM | 190,000 compounds, 0.34% hits | AID 1216;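 active = activation factor of 2 or more at 20 µM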
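Test system: human PMI in coupled enzyme assay; Input: PMI at 15 ng/mL final; Medium: HEPES buffer, pH 7.4; Schedule: 20 min incubation at room temperature; Technique: resorufin fluorescence at Ex 544/Em 590 nm; Compound: 20 µM single dose; Probe or stimulus: Near-saturating mannose-6-phosphate, 1.0 mM.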
TNAP act hi DEA – increases human TNAP activity under high phosphate acceptor concentration; purified TNAP, CDP-star luminescence, 1 M DEA, 30 min; stronger effect = higher value; 0 = EDTA background, 1 = DMSO-only activity; P05186; 200,000 tested, under 10 active; AID 1136; activation factor at 20 µM;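 active = activation factor at least 2 at 20 µM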
Target sequence (P05186 whole entry, looked up): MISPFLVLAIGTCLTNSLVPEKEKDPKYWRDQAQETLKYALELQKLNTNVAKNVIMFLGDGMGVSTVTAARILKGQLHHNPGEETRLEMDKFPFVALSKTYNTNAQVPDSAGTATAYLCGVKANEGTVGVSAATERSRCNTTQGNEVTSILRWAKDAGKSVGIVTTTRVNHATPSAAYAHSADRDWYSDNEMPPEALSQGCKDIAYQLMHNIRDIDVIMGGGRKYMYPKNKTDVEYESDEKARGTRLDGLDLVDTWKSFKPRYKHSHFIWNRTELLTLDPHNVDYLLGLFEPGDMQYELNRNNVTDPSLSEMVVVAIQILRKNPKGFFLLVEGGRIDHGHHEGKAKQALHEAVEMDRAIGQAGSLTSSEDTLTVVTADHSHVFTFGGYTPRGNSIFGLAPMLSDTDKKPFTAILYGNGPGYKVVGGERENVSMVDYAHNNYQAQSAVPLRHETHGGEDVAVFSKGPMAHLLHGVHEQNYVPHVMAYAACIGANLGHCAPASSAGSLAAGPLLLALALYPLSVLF
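Measured by: Luminescent substrate turnover signal | Test system: Human TNAP | Input: TNAP 1/800 final | Dosing: 20 µM single point | Schedule: 30 min, room temperature | Controls: EDTA wells as negative control, DMSO wells as positive control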
TNAP inh noacc – TNAP (human) inhibition, acceptor-free conditions; purified TNAP, CDP-star luminescence, 30 min; 200,000 compounds, 0.26% hits; P05186; inhibition, % at 20 µM;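 active = tissue-nonspecific alkaline phosphatase inhibition above about 50% at 20 µM in the single-dose screen, limit read from the data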;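 note: 0% = DMSO negative control and 100% = EDTA positive control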
bIAP inh – blocks bovine intestinal alkaline phosphatase activity; purified bovine IAP, CDP-star luminescence, 30 min; inhibition, % at 20 µM; 190,000 tested, under 10 active; AID 1019;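 active = over 50% inhibition of intestinal alkaline phosphatase at 20 µM in the single-dose screen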
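System: Purified bovine intestinal alkaline phosphatase (IAP) enzyme | Input: IAP diluted 1/65,000,000 in the well | Also added: CDP-star chemiluminescent phosphatase substrate, 30 µM final | Dosing: 20 µM single dose | Times: Enzyme reaction for 30 min at room temperature | Detection: Luminescence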
Lmaj promast – inhibitors of Leishmania major promastigote growth. 200,000 compounds, 9% hits. inhibition, % at 10 µM. Leishmania major promastigotes, resazurin fluorescence viability; in the data active = inhibition above about 50%;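 note: promastigotes grown with compound for 44 hours at 28 °C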
bIAP activator – intestinal alkaline phosphatase (bovine) activation; purified bovine IAP, CDP-star luminescence, 30 min; stronger effect = higher value; fold of DMSO-control signal, blank-subtracted; activation factor at 20 µM; 200,000 compounds, 0.17% hits;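 active = activation factor of 2 or more at 20 µM, a signal rise over negative controls twice the positive control's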
TNAP inh hiacc – blocks human TNAP under high phosphate acceptor concentration; P05186; inhibition, % at 20 µM; 200,000 compounds, 0.03% hits; AID 1135; purified TNAP, CDP-star luminescence, 1 M DEA;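 active = over 50% inhibition of tissue-nonspecific alkaline phosphatase at 20 µM in the single-dose screen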;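 note: plate controls were DMSO wells for no effect and EDTA-quenched wells as full inhibition for full effect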
PMI activator – phosphomannose isomerase (human) activation | P34949 | purified human PMI, coupled resazurin fluorescence, 20 min; stronger effect = higher value; 1 = vehicle control, 0 substrate-free wells | activation factor at 20 µM | 190,000 compounds, 0.005% hits | AID 1214;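 active = activation factor of 2 or more at 20 µM, relative to plate controls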
Diaphorase act – counter-screen for diaphorase-based assays: diaphorase activators and chemical reducers | Diaphorase/resazurin coupled assay, resorufin fluorescence, 16 min; stronger effect = higher value; 1 = vehicle wells, 0 = NADH-free wells | activation factor at 20 µM | 190,000 compounds, 0.005% hits;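 active = diaphorase activity raised at least twofold by the compound at 20 µM; inactive = activation factor below 2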
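Material: purified diaphorase enzyme from Clostridium kluyveri / Medium: HEPES pH 7.4 buffer with MgCl2 and Tween 20 / Schedule: enzyme reaction of 16 min at room temperature / Measured by: resorufin fluorescence, excitation 544 nm, emission 590 nm / Evaluation: rise in resorufin formation, marking diaphorase activation or chemical reduction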
Active calls of the source: *; nt = not tested or not shown.

| entry | Molecule | Diaph inh CS | PMI act hi M6P | TNAP act hi DEA | TNAP inh noacc | bIAP inh |
| --- | --- | --- | --- | --- | --- | --- |
| 1 | CCOC(=O)N1CCC(N(CCN(C)C)C(=S)Nc2cccc(C)c2)CC1 | 10 | 1 | 1 | -7 | 13 |
| 2 | COc1ccc(C2(C(=O)Nc3c(C)n(C)n(-c4ccccc4)c3=O)CCCC2)cc1OC | 9 | 1 | 1 | -2 | -8 |
| 3 | CC(=O)c1cc2c(cc1N(C(=O)Cn1nnc3ccccc31)C(C(=O)NCCC(C)C)c1cccnc1)OCO2 (configuration not stated) | 14 | 1 | 1 | -6 | -3 |
| 4 | COc1ccc(C(NC(=O)CNC(C)=O)C(=O)Nc2ccc(C(C)C)cc2)cc1 (configuration not stated) | -1 | 1 | 1 | -3 | -12 |
| 5 | Cc1ccc2nc(NC(=O)C3CCN(S(=O)(=O)c4cccs4)CC3)sc2c1 | 18 | 0.9 | 1 | -4 | 6 |
| 6 | Cc1ccc(NC(=S)N2CCC(N(C)CC3CCCO3)CC2)cc1 (configuration not stated) | 14 | 1 | 1 | -10 | 9 |
| 7 | Cc1cccc(CSc2ccc(-c3cccs3)nn2)c1 | 16 | 1 | 1 | 5 | 14 |
| 8 | COC(=O)CC/C(=N/Nc1ccc(Cl)c(Cl)c1)C(=O)OC | 17 | 1 | 1 | -3 | -2 |
| 9 | CCn1c(SCC(=O)NCCOC)nc2sc3c(c2c1=O)CCCC3 | 13 | 0.9 | 1 | -7 | -6 |
| 10 | CCNc1nc(NCc2ccccc2)nc(SCC(=O)Nc2ccccc2)n1 | 16 | 0.9 | 1 | -23 | 14 |
| 11 | CN(C)S(=O)(=O)N1CCN(C(=O)c2ccccc2)CC1 | 6 | 1.1 | 1.1 | -1 | 18 |
| 12 | CCc1c(C)nc2ncnn2c1N1CCCC(C(=O)NCCc2ccc(OC)cc2)C1 (configuration not stated) | 12 | 0.9 | 1.1 | -15 | 2 |

| entry | Lmaj promast | bIAP activator | TNAP inh hiacc | PMI activator | Diaphorase act |
| --- | --- | --- | --- | --- | --- |
| 1 | -4 | 0.9 | 0 | 0.9 | 0.9 |
| 2 | -4 | 1.1 | 4 | 0.9 | 0.9 |
| 3 | -6 | 1 | -4 | 0.9 | 0.9 |
| 4 | -4 | 1.1 | -2 | 1 | 1 |
| 5 | 52* | 0.9 | -4 | 0.9 | 0.8 |
| 6 | 76* | 0.9 | -4 | 1 | 0.9 |
| 7 | -3 | 0.9 | -1 | 0.9 | 0.8 |
| 8 | 1 | 1 | 0 | 1 | 0.8 |
| 9 | -2 | 1.1 | -2 | 0.9 | 0.9 |
| 10 | 17 | 0.9 | -3 | 0.9 | 0.8 |
| 11 | -3 | 0.8 | -6 | 1.1 | 0.9 |
| 12 | -1 | 1 | -6 | 1 | 0.9 |

(next part)
| entry | Molecule | Diaph inh CS | PMI act hi M6P | TNAP act hi DEA | TNAP inh noacc | bIAP inh |
| --- | --- | --- | --- | --- | --- | --- |
| 13 | Fc1ccc2nc(Nc3nc4cc5c(cc4s3)OCO5)sc2c1 | 1 | 1 | 1 | -130 | 10 |
| 14 | O=c1[nH]c(SCc2cccc(Cl)c2)nc2[nH]ncc12 | 0 | 1.1 | 1.1 | -81 | -7 |
| 15 | COC(=O)c1c(NC(=O)COC(=O)CNC(=O)c2ccco2)sc(C)c1C | 6 | 1 | 1 | 0 | 24 |
| 16 | CSc1ncccc1C(=O)N1CCCC(C(=O)c2ccc3ccccc3c2)C1 (configuration not stated) | 26 | 0.9 | 1.1 | -5 | -5 |
| 17 | COc1cccc(C(=O)N=c2sc3c(C)ccc(OC)c3n2C)c1 | -3 | 0.9 | 1 | 0 | 6 |
| 18 | CCOC(=O)N1CCN(C(=O)c2cc3c(s2)-c2ccc(Cl)cc2S(=O)(=O)C3)CC1 | -6 | 1.1 | 1 | 5 | 3 |
| 19 | COC(=O)c1c(NC(=O)CN2C(=O)NC3(CCC(C(C)(C)C)CC3)C2=O)sc2c1CCCCC2 (configuration not stated) | 22 | 0.8 | 1 | -9 | -4 |
| 20 | Fc1ccc(NC(=S)NC2CC3CCCC(C2)N3Cc2cccs2)cc1 (configuration not stated) | nt | nt | 1 | -31 | -41 |
| 21 | O=S(=O)(Nc1ccc(O)c(Sc2nc3ccccc3s2)c1)c1cccc2ccccc12 | 5 | 1 | 1 | 0 | -7 |
| 22 | CC(C(=O)Nc1nccs1)N1C(=O)C2CC=CCC2C1=O (configuration not stated) | 8 | 0.9 | 1 | -6 | 6 |
| 23 | O=C(NCc1cccnc1)Nc1cccc(NC(=O)NCc2cccnc2)c1 | 8 | 0.9 | 1 | -8 | 8 |
| 24 | CC(=O)c1ccc(N2CCN(C(=O)c3cc(-c4cccnc4)nc4ccc(Br)cc34)CC2)cc1 | 52* | 0.8 | 1.1 | -5 | 3 |

| entry | Lmaj promast | bIAP activator | TNAP inh hiacc | PMI activator | Diaphorase act |
| --- | --- | --- | --- | --- | --- |
| 13 | -4 | 0.9 | -4 | 0.9 | 1 |
| 14 | -5 | 1.1 | -5 | 1.1 | 1 |
| 15 | 4 | 0.8 | 4 | 0.9 | 0.9 |
| 16 | 13 | 1.1 | -6 | 0.8 | 0.7 |
| 17 | nt | 0.9 | 2 | 0.9 | 1 |
| 18 | -4 | 1 | 1 | 1.2 | 1.1 |
| 19 | 0 | 1 | 2 | 0.7 | 0.8 |
| 20 | 94* | 1.4 | -4 | nt | nt |
| 21 | 0 | 1.1 | 0 | 1 | 0.9 |
| 22 | -4 | 0.9 | 1 | 0.9 | 0.9 |
| 23 | -8 | 0.9 | -4 | 0.8 | 0.9 |
| 24 | 6 | 1 | -5 | 0.7 | 0.5 |

Gathered by group, the entries above with an aryl thioether with sulfur outside any ring (6)
| entry | Molecule | Diaph inh CS | PMI act hi M6P | TNAP act hi DEA | TNAP inh noacc | bIAP inh |
| --- | --- | --- | --- | --- | --- | --- |
| 7 | Cc1cccc(CSc2ccc(-c3cccs3)nn2)c1 | 16 | 1 | 1 | 5 | 14 |
| 9 | CCn1c(SCC(=O)NCCOC)nc2sc3c(c2c1=O)CCCC3 | 13 | 0.9 | 1 | -7 | -6 |
| 10 | CCNc1nc(NCc2ccccc2)nc(SCC(=O)Nc2ccccc2)n1 | 16 | 0.9 | 1 | -23 | 14 |
| 14 | O=c1[nH]c(SCc2cccc(Cl)c2)nc2[nH]ncc12 | 0 | 1.1 | 1.1 | -81 | -7 |
| 16 | CSc1ncccc1C(=O)N1CCCC(C(=O)c2ccc3ccccc3c2)C1 (configuration not stated) | 26 | 0.9 | 1.1 | -5 | -5 |
| 21 | O=S(=O)(Nc1ccc(O)c(Sc2nc3ccccc3s2)c1)c1cccc2ccccc12 | 5 | 1 | 1 | 0 | -7 |

| entry | Lmaj promast | bIAP activator | TNAP inh hiacc | PMI activator | Diaphorase act |
| --- | --- | --- | --- | --- | --- |
| 7 | -3 | 0.9 | -1 | 0.9 | 0.8 |
| 9 | -2 | 1.1 | -2 | 0.9 | 0.9 |
| 10 | 17 | 0.9 | -3 | 0.9 | 0.8 |
| 14 | -5 | 1.1 | -5 | 1.1 | 1 |
| 16 | 13 | 1.1 | -6 | 0.8 | 0.7 |
| 21 | 0 | 1.1 | 0 | 1 | 0.9 |

Source: PubChem
